# High-throughput results from PubChem.
# Siah-1 displacement: blockers of Siah-1 interaction with plectin peptide – biochemical, fluorescence polarization, rhodamine-plectin, uHTS, primary screen (AID 1817). displacement, % at 20 µM, or IC50 in µM where a hit was titrated. Siah-1 / rhodamine-plectin peptide fluorescence polarization; higher % means a stronger effect. actives 0.02% (n = 290,000);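 active means displacement of at least 50% at 20 µM, with a fluorescence ratio check between 0.3 and a set limit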;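 further: plate controls were Siah plus tracer with DMSO for no effect and tracer alone without Siah for full effect; strong numbers were not always called active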
# PMI inhibitors: inhibitors of human PMI, primary screen, biochemical, fluorescence intensity, coupled assay (AID 1209). purified PMI enzyme, coupled fluorescence intensity; higher % means a stronger effect. inhibition, % at 20 µM, or IC50 in µM where a hit was titrated. actives 0.42% (n = 190,000);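 further: plate controls were DMSO vehicle for no effect and wells lacking substrate for full effect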
# XIAP displacement: XIAP antagonists, biochemical, IAP family, fluorescence polarization (AID 1018); XIAP BIR domain, fluorescence polarization peptide displacement; higher % means a stronger effect; displacement, % at 20 µM, or IC50 in µM where a hit was titrated; actives 0.007% (n = 200,000); in the data active means displacement above about 50%; further: a part of the inactive calls stands beside numbers as strong as those of hits
# LYP phosphatase: inhibitors of LYP phosphatase, biochemical, fluorescence intensity, uHTS (AID 1779). one-dose inhibition, % at 11.5 µM; IC50 in µM for titrated hits. actives 0.054% (n = 290,000). recombinant LYP phosphatase, fluorescence intensity; higher % means a stronger effect;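 further: plate controls were vehicle with enzyme for no effect and no enzyme for full effect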
# M1AAP inhibition: P. falciparum M1AAP inhibitors, biochemical, fluorogenic H-Leu-NHMec substrate, 1536-well (AID 1445); recombinant M1AAP, H-Leu-NHMec fluorogenic kinetic assay; higher % means a stronger effect; one-dose inhibition, % at 30 µM; IC50 in µM for titrated hits; actives 0.42% (n = 220,000);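 active means primary inhibition above the hit cutoff, then over 50% inhibition at one or more dose response concentrations, cut at about 23% in these data, passing the limit was not always enough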;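 further: plate controls were DMSO full reaction for no effect and no enzyme background for full effect; strong numbers were not always called active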
# Dynein cargo inh: dynein cargo transport inhibition; AID 1381; actives 0.47% (n = 220,000); 3617.4 mouse cells, GR-EGFP nuclear translocation imaging; test concentration mostly 20 µM; stimulated with dexamethasone, 1 µM; hits give low values; z-score, hits read low;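 active means plate z-score of nuclear minus cytoplasmic receptor signal below a set negative limit, without overly bright fluorescence or cell loss, cut at about -3.5 in these data, passing the limit was not always enough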;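 further: z-score of nuclear minus cytoplasmic ring GR-EGFP intensity difference per well; some compounds called inactive have numbers as strong as hits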
#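 Medium: Induction medium lacking tetracycline, stripped serum | Probe or stimulus: 1.0 µM final dexamethasone stimulus | Schedule: 48 h induction, then 1 h compound, then 30 min agonist, 37 °C | Signal: Automated 10x imaging of fixed Hoechst-stained cells | Evaluation: Per-cell GR-EGFP intensity, nucleus versus surrounding cytoplasmic ring, well-averaged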
# PMI inhibition: human PMI inhibitors, high substrate, primary screen, biochemical, fluorescence intensity, high mannose 6-phosphate (AID 1220) | actives 0.66% (n = 190,000) | one-dose inhibition, % at 20 µM; IC50 in µM for titrated hits | recombinant PMI enzyme, coupled fluorescence intensity; higher % means a stronger effect
# AID2073: inhibitors of Mint1-CaV2.2 protein interaction, biochemical, HTRF (AID 2073) | one-dose inhibition, % at 20 µM; IC50 in µM for titrated hits | HTRF protein-protein interaction, Mint1-CaV2.2; higher % means a stronger effect | actives 0.19% (n = 290,000); in the data active means inhibition mostly above about 51%, no sharp cut-off; further: some results filed as inactive read as strong as hits
# M17LAP inhibition: P. falciparum M17LAP inhibitors, primary screen, biochemical, fluorogenic H-Leu-NHMec substrate, 1536-well (AID 1619) | recombinant M17LAP, H-Leu-NHMec fluorogenic kinetic assay; higher % means a stronger effect | one-dose inhibition, % at 30 µM; IC50 in µM for titrated hits | actives 0.38% (n = 220,000);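 active means compound inhibiting the enzyme by more than half at any dose during confirmatory dose-response retesting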;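 further: plate controls were full reaction with DMSO carrier for no effect and no enzyme background for full effect; strong numbers were not always called active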
# Dynein cargo inh cytoplasmic EGFP: recorded beside Dynein cargo inh, whose call it bears; z-score; measured here: cytoplasmic GR-EGFP intensity; hits give high values
# Dynein cargo inh nuclear GR-EGFP: further read-out of Dynein cargo inh, marked with its call; z-score; measured here: nuclear GR-EGFP intensity;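 lower value marks the stronger effect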
# Dynein cargo inh cell count: second read-out of Dynein cargo inh, no call of its own (marks repeat the call); z-score; measured here: cell count per field
# * marks the source's active call; other numbers are inactive results; x = not tested or not shown. Unless noted, no stated cut-off is given here; in the data, active means inhibition above about 50%; inactive means the rest.
SMILES,Siah-1 displacement,PMI inhibitors,XIAP displacement,LYP phosphatase,M1AAP inhibition,Dynein cargo inh,Dynein cargo inh cytoplasmic EGFP,Dynein cargo inh nuclear GR-EGFP,Dynein cargo inh cell count,PMI inhibition,AID2073,M17LAP inhibition
O=C(CSc1nnc2scc(-c3ccccc3)n12)N1CCCc2ccccc21,6%,7%,-8.1%,-7%,19%,-0.7,-0.23,-0.049,0.77,1%,0%,12%
CCOc1ccccc1C1CC(c2ccccc2)Nc2nc(N)nn21 (stereo unspecified),8%,-8%,-1.7%,-2%,1%,-1.4,-0.21,-0.69,0.87,-12%,1%,-46%
CCCCNC(=O)COC(=O)CCC(=O)c1cccs1,6%,2%,-0.6%,8%,5%,-0.58,-0.19,-0.22,0.14,2%,2%,4%
COc1ccc(-c2nc3ccccc3c(=O)n2CCOc2cc(C)ccc2C)cc1,7%,10%,-1.2%,-9%,-3%,0.074,-0.33,-0.3,0.39,2%,-9%,12%
Cc1ccccc1-n1nnnc1SCc1csc(-c2ccccc2)n1,2%,11%,-5.5%,5%,-1%,-0.15,-0.22,0.057,0.53,10%,15%,-9%
COCCn1c(N)c(N(Cc2ccccc2)C(=O)C2CCCC2)c(=O)[nH]c1=O,1%,4%,-4.6%,2%,-5%,0.15,-0.33,-0.31,-0.47,-4%,4%,-7%
COC(=O)c1cn(C)c2ccc(S(=O)(=O)N3CCOCC3)cc2c1=O,1%,0%,-0.6%,7%,5%,-0.53,-0.23,-0.48,-0.2,1%,2%,13%
CCOc1cc(S(=O)(=O)NCc2ccc(OC)cc2)c(OCC)cc1-n1cnnn1,3%,4%,-0.9%,-7%,0%,-0.35,-0.23,-0.35,0.83,3%,-3%,0%
Cc1ccc(OCCCC(=O)Nc2nc3ccccc3[nH]2)cc1,1%,4%,-3.3%,-5%,-12%,2,-0.19,0.98,-0.2,12%,15%,-7%
CC(=O)N1CCN(CC(=O)Nc2ccc(Cl)c(S(=O)(=O)N(C)C)c2)CC1,2%,0%,-11%,-4%,-10%,-0.18,-0.25,-0.082,0.42,-4%,-5%,1%
Cc1cccc(Cn2c(N3CCCCC3C)nc3c2c(=O)[nH]c(=O)n3C)c1 (stereo unspecified),0%,-2%,-1.7%,-1%,18%,-1.3,-0.13,-0.65,0.84,-3%,13%,11%
COCCNC(=O)c1cc2c(-c3ccc(Cl)cc3)nn(C)c2s1,1%,5%,-4.0%,-7%,15%,0.74,-0.19,0.6,-0.39,1%,15%,-6%
Cc1cc(NC(=O)Nc2cccc(C)c2C)no1,7%,-2%,-4.0%,-6%,1%,-0.85,0.14,-0.3,0.5,3%,1%,0%
Cc1onc(-c2ccccc2Cl)c1C(=O)Nc1ccc2c(c1)OCO2,1%,-14%,-1.3%,-7%,-1%,1.1,-0.38,0.59,-0.76,-9%,-4%,3%
Cc1oc(-c2ccccc2Cl)nc1CN(Cc1ccccn1)C[C@@H]1CCC(=O)N1,-1%,-1%,-0.7%,-1%,-1%,-0.69,-0.26,-0.49,0.91,8%,0%,2%
CS(=O)(=O)c1ccc2nc(NC(=O)c3ccc(NS(=O)(=O)c4ccc(F)c(F)c4)cc3)sc2c1,-4%,x,x,-10%,1%,1.5,-0.2,1.6,-1.9,x,34%,1%
CC(C)c1nnc(NC(=O)C2CCN(c3cnccn3)CC2)s1,11%,-5%,-2.5%,-9%,7%,-0.0096,-0.26,-0.14,0.41,-1%,2%,17%
CSc1ccccc1C(=O)Nc1nccs1,-6%,10%,-7.3%,-5%,-1%,-0.045,-0.27,-0.23,0.45,0%,3%,-3%
COc1cc(C2Nn3c(nnc3-c3ccccc3OC)S2)ccc1O (stereo unspecified),20%,-20%,-2.1%,3%,8%,-0.68,-0.25,-0.12,0.73,-28%,0%,27%
Oc1c(Br)cc(C2N=C(c3ccccc3Cl)NO2)cc1Br (stereo unspecified),4%,0%,-5.8%,-3%,9%,-0.097,-0.24,-0.21,0.65,3%,-1%,27%
CN(C)CCNC(=O)c1cc2sc3ccccc3c2s1,-5%,7%,-3.1%,-4%,3%,0.31,-0.34,-0.39,-0.71,13%,-9%,4%
COc1ccc(C[C@H]2CN3C(=NC[C@H]3C)N2CCNC(=O)c2ccc(C)c(Br)c2)cc1,0%,2%,-1.1%,-8%,-3%,0.71,-0.19,0.77,-1.3,0%,-1%,-11%
Clc1ccc(Nc2ncn[nH]2)c(Cl)c1,0%,-6%,-1.7%,-7%,-9%,-0.94,-0.31,-0.37,0.77,-3%,11%,-9%
CCOC(=O)c1c(C)c(C(=O)Nc2ccc3c(c2)OCO3)c(C)n1C,-4%,8%,-5.1%,-9%,15%,-0.66,-0.34,-0.28,0.92,8%,-6%,0%
Cc1ccc(-n2c(SCc3ccc([N+](=O)[O-])cc3)nc3ccccc3c2=O)cc1,6%,2%,-4.0%,2%,-3%,4.4,0.091,2.7,-3.1,14%,2%,5%
CC(=O)Nc1ccc(S(=O)(=O)N(C)c2ccc(OCC(=O)OCC(=O)N3CCCCC3)cc2)cc1,2%,-5%,-3.8%,-3%,2%,-0.97,-0.13,-0.37,-0.26,-3%,3%,4%
Cc1ccc(-n2c(SCC(=O)NC3CCS(=O)(=O)C3)nc3ccccc3c2=O)cc1 (stereo unspecified),10%,-7%,-3.3%,-5%,5%,-0.87,-0.41,-0.27,0.5,-6%,-2%,0%
COc1ccc(N2C(=O)[C@@H]3[C@H](C2=O)[C@H]2c4ccccc4C=CN2[C@@H]3C(=O)Nc2ccccc2)cc1,2%,-46%,-16%,-9%,-1%,-0.91,0.27,-0.28,0.42,-74%,5%,3%
CC(=O)c1cc2c(cc1NC(=O)CCc1ccccc1)OCO2,-1%,12%,-1.2%,-1%,-5%,-0.32,-0.17,0.11,-0.79,0%,21%,-8%
CSc1ccc(/C=C(\C#N)C(=O)Nc2cccc(C)c2)cc1,7%,17%,-5.8%,3%,0%,-0.34,-0.23,-0.31,-0.09,29%,21%,-1%
Cc1ccc(SC(=O)COc2ccc(C)c(C)c2)cc1,6%,16%,-3.2%,-9%,-11%,-0.86,-0.13,-0.2,0.21,12%,-29%,-3%
CC1S/C(=C(\C#N)C(N)=O)N(c2ccc(F)cc2)C1=O (stereo unspecified),-1%,1%,-1.4%,-3%,3%,-0.87,-0.18,-0.53,1,1%,-12%,21%
CC1(C)CC(=O)C(C=NCCc2ccc(S(N)(=O)=O)cc2)=C(O)C1,3%,3%,-8.0%,2%,12%,0.4,-0.28,0.45,0.75,-6%,4%,6%
C/C(=N\NC(=O)c1ccc(CN2CCOCC2)cc1)c1ccc([N+](=O)[O-])cc1,1%,9%,-14%,-4%,7%,-0.51,0.054,-0.32,0.89,0%,20%,-5%
CC(C1CC1)N(Cc1ccccc1)C(=O)NC(=O)c1ccccc1 (stereo unspecified),13%,0%,-2.9%,-2%,3%,1.2,-0.3,0.96,-0.55,0%,3%,-6%
CCn1c(-c2ccoc2C)n[nH]c1=S,1%,-3%,-2.1%,-6%,1%,-0.19,-0.19,0.69,0.21,-5%,-13%,0%
CCOC(=O)c1c(NC(=S)Nc2cccnc2)sc(C)c1C,1%,8%,-5.6%,2%,-1%,-1.3,-0.14,-0.22,0.53,0%,12%,4%
Cc1ccc(C2=[N+]([O-])C(C)N(O)C2(C)C)o1 (stereo unspecified),-3%,6%,-6.6%,-2%,7%,0.042,0.039,-0.19,0.68,6%,0%,-7%
CCCCNC(=O)N(O)C1N(/N=C/c2cccnc2)C(=S)SC1(C)C (stereo unspecified),4%,x,x,0%,4%,1.8,-0.076,1.5,-1.5,x,-1%,-1%
CC1(C)CC(N=Cc2c(O)n(Cc3ccc4c(c3)OCO4)c(=O)c3ccccc23)CC(C)(C)N1,-4%,9%,-6.4%,-1%,3%,-0.6,-0.35,0.017,0.95,6%,-10%,-2%
COC(=O)c1ccccc1NC(=O)Cn1cnc2cc(C)c(C)cc21,3%,-4%,-1.6%,-6%,1%,-0.61,-0.19,-0.18,0.98,-3%,-1%,16%
O=C(CCn1nnc2ccccc2c1=O)N[C@@H](Cc1c[nH]c2ccccc12)C(=O)O,6%,x,x,-2%,9%,-0.016,-0.22,-0.038,0.38,x,0%,1%
CCCC1Cc2c(sc3nc(SC)nc(N)c23)CO1 (stereo unspecified),7%,5%,-1.9%,-9%,0%,0.63,-0.22,-0.15,0.24,3%,-8%,2%

# This is a random part of the collection; about 2.1% have a hit in one of these screens.
